Screening results deposited in PubChem by The Scripps Research Institute Molecular Screening Center.
CHO-K1 Ca antag – nonselective inhibitor or artifact in parental CHO-K1 cells; ATP-induced calcium, Fluo-8 fluorescence; inhibition, % at 3 µM; 360,000 compounds, 0.6% hits;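 active means inhibition above a per-plate cutoff, the plate's mean sample inhibition plus 3 SD, cut at about 24% in these data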;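 further: 0% = DMSO plus EC80 ATP and 100% = DMSO alone without ATP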
M1 PAM – potentiates human M1 receptor response to acetylcholine; activation, % at 3 µM; AID 588819; CHO-K1 hM1, Fluo-8 calcium fluorescence, ACh EC20; 0% = ACh EC20, 100% = maximal ACh; P11229; 360,000 compounds, 0.088% hits; in the data active means activation above about 19%, passing the limit was not always enough
Target sequence (P11229 whole entry, looked up): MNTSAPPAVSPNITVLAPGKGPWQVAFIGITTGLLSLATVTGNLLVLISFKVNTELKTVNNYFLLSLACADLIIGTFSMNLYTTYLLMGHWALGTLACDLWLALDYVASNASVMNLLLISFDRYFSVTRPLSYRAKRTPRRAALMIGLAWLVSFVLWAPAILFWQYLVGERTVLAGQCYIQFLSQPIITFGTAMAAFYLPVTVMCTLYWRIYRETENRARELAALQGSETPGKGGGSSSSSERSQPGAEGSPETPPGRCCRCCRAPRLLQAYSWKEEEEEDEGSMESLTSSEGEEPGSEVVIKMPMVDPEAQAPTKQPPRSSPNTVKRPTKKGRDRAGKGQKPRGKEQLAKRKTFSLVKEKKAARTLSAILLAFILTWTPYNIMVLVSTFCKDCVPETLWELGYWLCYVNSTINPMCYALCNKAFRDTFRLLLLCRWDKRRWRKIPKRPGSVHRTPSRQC
M1 antag – human CHRM1 antagonism | P11229 | 360,000 compounds, 1.3% hits | inhibition, % at 3 µM | CHO-K1 hM1, Fluo-8 calcium fluorescence, ACh EC80 antagonist;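 active means percent inhibition above its own plate's cutoff, namely the mean of that plate's compound wells plus 3 SD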;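 further: peak over basal fluorescence ratio during 140 s after agonist addition; 0% = ACh EC80 plus DMSO and 100% = DMSO alone without agonist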
CHO parental Ca – counter-screen: ATP calcium response change in parental CHO cells | parental CHO-K1, ATP-induced calcium, Fluo-8 fluorescence | inhibition, % at 5.6 µM | 330,000 compounds, 0.63% hits;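 active means inhibition above that plate's mean sample inhibition plus 3 SD, cut at about 26% in these data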;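 further: 0% = ATP-challenged DMSO wells and 100% = DMSO wells without ATP; some compounds past the cut are filed as inactive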
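Assay system: untransfected parental CHO cell line. Also added: ATP agonist challenge. Dosing: one dose, 5.6 µM nominal. Measured by: Fluo-8 fluorescence. Read-out: % inhibition. Benchmarks: ATP wells versus no-ATP DMSO wells. Repeats: no replicates.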
TAAR1 antagonist – human TAAR1 antagonism. AID 624466. Q96RJ0. 360,000 compounds, 1.5% hits. inhibition, % at 3 µM. CHO RD-HGA16 TAAR1, Fluo-8 calcium fluorescence, antagonist;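 active means inhibition above a per-plate cutoff, the mean inhibition of test compounds on that plate plus 3 SD, cut at about 49% in these data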;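 further: 0% = DMSO plus EC80 beta-PEA response and 100% = DMSO alone without agonist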
Target sequence (Q96RJ0 whole entry, looked up): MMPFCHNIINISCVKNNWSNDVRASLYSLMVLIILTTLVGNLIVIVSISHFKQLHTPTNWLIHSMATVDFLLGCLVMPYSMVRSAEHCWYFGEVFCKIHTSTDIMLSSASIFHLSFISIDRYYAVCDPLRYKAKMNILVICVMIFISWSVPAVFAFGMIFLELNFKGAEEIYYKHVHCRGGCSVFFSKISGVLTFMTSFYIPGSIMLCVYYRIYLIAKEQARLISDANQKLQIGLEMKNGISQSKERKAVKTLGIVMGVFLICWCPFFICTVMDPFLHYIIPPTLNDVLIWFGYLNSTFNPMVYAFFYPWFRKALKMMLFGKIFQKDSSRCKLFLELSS
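Test system: RD-HGA16 CHO cells with stable hTAAR1 and Gα16 / Probe or stimulus: EC80 β-phenethylamine stimulus / Times: seeding 17-24 h prior, 75-min 37 °C, 30-min RT dye loading / Detection: Fluo-8 calcium-sensitive fluorescence / Read-out basis: % inhibition scaled between DMSO and EC80 PEA controls / Repeats: singlicate, one well per test compound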
CHRM1 agonist – activates human CHRM1 receptor | P11229 | CHO-K1 hM1, Fluo-8 calcium fluorescence, agonist mode; 0% DMSO, 100% acetylcholine EC100 | activation, % at 3 µM | 360,000 compounds, 0.33% hits;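 active means activation above the run's mean compound activation plus 3 SD, cut at about 16% in these data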;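 further: peak over basal fluorescence ratio within a 140 s kinetic read after compound addition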
M1 PAM parental – counter-screen for M1 PAMs: effect in parental CHO-K1 cells; ATP EC20, Fluo-8 calcium fluorescence; 0% at ATP EC20, 100% at ATP max; activation, % at 3 µM; 360,000 compounds, 0.02% hits;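 active means activation above the run cutoff, the mean activation of all test compounds plus 3 SD, cut at about 40% in these data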;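 further: peak over basal fluorescence ratio in a 140 s read after ATP addition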
M1 ag parental – nonselective activator or artifact in parental CHO-K1 cells. activation, % at 3 µM. Fluo-8 calcium fluorescence; scaled to maximal ATP response, vehicle zero. 360,000 compounds, 0.48% hits. AID 602248; in the data active means activation above about 15%;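 further: untransfected CHO-K1 host cells lacking M1 receptor as counterscreen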
TAAR1 agonist – agonists of human TAAR1; 360,000 compounds, 0.99% hits; Q96RJ0; CHO RD-HGA16 TAAR1, Fluo-8 calcium fluorescence; vehicle wells 0%, saturating PEA agonist 100%; activation, % at 3 µM;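 active means activation above the mean activation of all test compounds in the run plus 3 SD, cut at about 38% in these data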
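Test system: RD-HGA16 (CHO) cells co-expressing Gα16 and hTAAR1; dosing: one-point dosing at 3 µM (nominal); timing: 17-24 h seeding, 75 min 37 °C dye, 30 min RT; signal: kinetic Fluo-8 calcium fluorescence; read-out basis: % activation relative to PEA EC100 response; controls: DMSO and PEA EC100; replicates: n 1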
Starred values were filed as active, the others as inactive.

Screening Cc1ccccc1CSCC(=O)NCCSc1ccccn1 returned CHO-K1 Ca antag -1, M1 PAM 5, M1 antag 1, CHO parental Ca -16, TAAR1 antagonist -6, CHRM1 agonist -3, M1 PAM parental 14, M1 ag parental 9.9 and TAAR1 agonist -1.
`COc1ccccc1N(O)C1CC(=O)N(c2ccc(Br)cc2)C1=O` (stereo not given) gave CHO-K1 Ca antag -6, M1 PAM 8, M1 antag -6, CHO parental Ca 6, TAAR1 antagonist 2, CHRM1 agonist -2, M1 PAM parental 21, M1 ag parental 1.1 and TAAR1 agonist 4.
Screening N#CCCCSc1nnc(-c2ccc(Cl)cc2)n1-c1ccccc1 returned CHO-K1 Ca antag -7, M1 PAM 1, M1 antag -10, CHO parental Ca -21, TAAR1 antagonist -7, CHRM1 agonist -5, M1 PAM parental 5, M1 ag parental 1.8 and TAAR1 agonist 4.
`CCOC(=O)C1CN(S(=O)(=O)c2ccc(OC)cc2)c2cc(Cl)ccc2O1` (stereo not given) gave CHO-K1 Ca antag -17, M1 PAM 10, M1 antag -13, CHO parental Ca -9, TAAR1 antagonist 33, CHRM1 agonist -5, M1 PAM parental 25, M1 ag parental 0.2 and TAAR1 agonist -2.
C=CCn1c2ccccc2n2nc(C)c(=O)nc12 was read as CHO-K1 Ca antag 3, M1 PAM 5, M1 antag -15, CHO parental Ca -13, TAAR1 antagonist 18, CHRM1 agonist -3, M1 PAM parental 10, M1 ag parental -0.3 and TAAR1 agonist 2.
`O=C(NNc1cc(Cl)cc(Cl)c1)c1cccs1` gave CHO-K1 Ca antag -6, M1 PAM -3, M1 antag 12, CHO parental Ca -7, TAAR1 antagonist -12, CHRM1 agonist -2, M1 PAM parental 1, M1 ag parental 1.0 and TAAR1 agonist 1.
`CCN(CC)C(=O)c1[nH]cnc1C(=O)N[C@@H](CC(C)C)C(=O)OCc1ccccc1` gave CHO-K1 Ca antag -6, M1 PAM -3, M1 antag -3, CHO parental Ca -23, TAAR1 antagonist 15, CHRM1 agonist -5, M1 PAM parental -13, M1 ag parental -0.5 and TAAR1 agonist 2.
CCOc1ccc(OCC(=O)Nc2ccc(N3CCCCC3)cc2)cc1 was read as CHO-K1 Ca antag -15, M1 PAM 5, M1 antag -14, CHO parental Ca 1, TAAR1 antagonist -15, CHRM1 agonist -3, M1 PAM parental 28, M1 ag parental 1.6 and TAAR1 agonist 2.
`CC(=O)CSc1nnc(-c2cnccn2)n1-c1ccccc1` gave CHO-K1 Ca antag 4, M1 PAM 5, M1 antag -3, TAAR1 antagonist -8, CHRM1 agonist -2, M1 PAM parental 1, M1 ag parental 0.1 and TAAR1 agonist 1.
Cc1ccc(C)c(S(=O)(=O)NC(C)C(=O)NCc2ccccn2)c1 (stereo not given) was read as CHO-K1 Ca antag -2, M1 PAM 2, M1 antag -7, CHO parental Ca 10, TAAR1 antagonist -10, CHRM1 agonist -2, M1 PAM parental 3, M1 ag parental 1.8 and TAAR1 agonist -1.
`CN(CC(=O)Nc1ccccc1C(=O)NC1CC1)Cc1ccco1` gave CHO-K1 Ca antag -3, M1 PAM 3, M1 antag -3, CHO parental Ca -28, TAAR1 antagonist 17, CHRM1 agonist -2, M1 PAM parental -12, M1 ag parental -0.3 and TAAR1 agonist 9.
Screening CCOc1ccccc1OCC(=O)NC1CCCCC1 returned CHO-K1 Ca antag -1, M1 PAM 6, M1 antag -1, CHO parental Ca -16, TAAR1 antagonist -23, CHRM1 agonist -3, M1 PAM parental 13, M1 ag parental 0.3 and TAAR1 agonist 3.
COc1ccccc1N1CC(C)C(=O)NC1=S (stereo not given) was read as CHO-K1 Ca antag -3, M1 PAM 13, M1 antag -7, CHO parental Ca -1, TAAR1 antagonist 8, CHRM1 agonist -3, M1 PAM parental 18, M1 ag parental 0.0 and TAAR1 agonist 1.
O=C(NCc1ccccc1)C(Cc1ccccc1)N1C(=O)C2C3CCC(C3)C2C1=O (stereo not given) was read as CHO-K1 Ca antag -2, M1 PAM 3, M1 antag -1, CHO parental Ca -7, TAAR1 antagonist 11, CHRM1 agonist -6, M1 PAM parental 14, M1 ag parental 1.6 and TAAR1 agonist 20.
`Cc1nc(-n2nnc(CO)c2CO)nc2c1CCC2` gave CHO-K1 Ca antag -9, M1 PAM 1, M1 antag 13, CHO parental Ca -12, TAAR1 antagonist -3, CHRM1 agonist 0, M1 PAM parental 7, M1 ag parental -0.3 and TAAR1 agonist 2.
CC(C)(C)N(NC(=O)OCc1ccccc1)C(=O)c1ccccc1Cl was read as CHO-K1 Ca antag -5, M1 PAM 5, M1 antag -2, CHO parental Ca 3, TAAR1 antagonist -12, CHRM1 agonist -8, M1 PAM parental 13, M1 ag parental 2.4 and TAAR1 agonist 0.
For CS(=O)(=O)c1ccccc1C(=O)N(CCc1ccccc1)Cc1ccccc1 the results were CHO-K1 Ca antag 3, M1 PAM 5, M1 antag 2, CHO parental Ca -22, TAAR1 antagonist 6, CHRM1 agonist -3, M1 PAM parental -2, M1 ag parental 1.9 and TAAR1 agonist 2.
Screening CN(C(=O)CCN1C(=O)c2ccccc2C1=O)C1CCCCC1 returned CHO-K1 Ca antag -24, M1 PAM 13, M1 antag -17, CHO parental Ca -9, TAAR1 antagonist -6, CHRM1 agonist -1, M1 PAM parental 10, M1 ag parental 0.1 and TAAR1 agonist 16.
For CCOCc1nnc(NC(=O)c2cccc(OC)c2)s1 the results were CHO-K1 Ca antag -11, M1 PAM 5, M1 antag -7, CHO parental Ca -12, TAAR1 antagonist -16, CHRM1 agonist 4, M1 PAM parental 16, M1 ag parental 1.1 and TAAR1 agonist 4.
`COc1ccc(-n2nc3c(c2NC(=O)c2ccc(N4C(=O)CCC4=O)cc2)CSC3)cc1` gave CHO-K1 Ca antag -10, M1 PAM 2, M1 antag 3, CHO parental Ca 14, TAAR1 antagonist -10, CHRM1 agonist -6, M1 PAM parental 7, M1 ag parental 1.2 and TAAR1 agonist 8.
Screening Cc1nnc(SCC(=O)Nc2ccccc2)c2ccccc12 returned CHO-K1 Ca antag -4, M1 PAM 6, M1 antag -7, CHO parental Ca -16, TAAR1 antagonist -2, CHRM1 agonist -4, M1 PAM parental 8, M1 ag parental 1.8 and TAAR1 agonist 5.
`O=C(Cc1cccc2c(=O)cc(-c3ccccc3)oc12)OCCN1CCOCC1` gave CHO-K1 Ca antag 10, M1 PAM -1, M1 antag -1, TAAR1 antagonist 25, CHRM1 agonist -4, M1 PAM parental 1, M1 ag parental 3.6 and TAAR1 agonist 14.
O=C(CN1CCN(Cc2ccc3c(c2)OCO3)CC1)Nc1ccc(N2CCOCC2)cc1 was read as CHO-K1 Ca antag -10, M1 PAM 1, M1 antag -1, CHO parental Ca -6, TAAR1 antagonist -4, CHRM1 agonist -13, M1 PAM parental -13, M1 ag parental -0.1 and TAAR1 agonist 12.
`CC(=O)c1ccc(S(=O)(=O)NCCCC(=O)NCCc2ccccn2)cc1` gave CHO-K1 Ca antag 13, M1 PAM -9, M1 antag 22, CHO parental Ca -13, TAAR1 antagonist 27, CHRM1 agonist -4, M1 PAM parental -6, M1 ag parental -0.1 and TAAR1 agonist 3.
O=[N+]([O-])c1ccc(Oc2ccc(-c3nnco3)cc2)c(Cl)c1 was read as CHO-K1 Ca antag 1, M1 PAM 3, M1 antag 0, CHO parental Ca 1, TAAR1 antagonist 13, CHRM1 agonist -2, M1 PAM parental -24, M1 ag parental 0.2 and TAAR1 agonist -1.
`Cc1cc(Br)c(NC(=O)COn2nnc3ccc(S(C)(=O)=O)cc32)c(Br)c1` gave CHO-K1 Ca antag -6, M1 PAM 6, M1 antag -4, CHO parental Ca -10, TAAR1 antagonist -16, CHRM1 agonist -5, M1 PAM parental 15, M1 ag parental 1.1 and TAAR1 agonist 2.
`CO/N=C/C(=N\Nc1cc(OC)cc(OC)c1)C(=O)c1ccccc1` gave CHO-K1 Ca antag 0, M1 PAM -3, M1 antag 2, CHO parental Ca -16, TAAR1 antagonist 18, CHRM1 agonist -7, M1 PAM parental 13, M1 ag parental 0.2 and TAAR1 agonist 8.
Screening CCc1nnc(N/N=C/c2cc(C)c(C)cc2C)n1N returned CHO-K1 Ca antag -2, M1 PAM 10, M1 antag -24, TAAR1 antagonist 13, CHRM1 agonist -1, M1 PAM parental 9, M1 ag parental 0.2 and TAAR1 agonist 1.
COc1cc(OC)cc(C(=O)N2CCC(C(=O)NCCc3ccccc3)CC2)c1 was read as CHO-K1 Ca antag -4, M1 PAM -4, M1 antag -1, CHO parental Ca 0, TAAR1 antagonist 4, CHRM1 agonist -4, M1 PAM parental 5, M1 ag parental 0.6 and TAAR1 agonist 3.
Screening O=C(NNC(=O)C1CC(=O)N(Cc2ccccc2)C1)c1ccc(Br)cc1 (stereo not given) returned CHO-K1 Ca antag 16, M1 PAM -6, M1 antag 14, CHO parental Ca -7, TAAR1 antagonist 9, CHRM1 agonist -1, M1 PAM parental -26, M1 ag parental -0.1 and TAAR1 agonist 0.
Cc1cc(/C=C2/C(=O)NN(c3ccccc3)C2=O)c(C)n1-c1cccc(O)c1 was read as CHO-K1 Ca antag 1, M1 PAM 2, M1 antag -2, CHO parental Ca -8, TAAR1 antagonist -11, CHRM1 agonist -10, M1 PAM parental 5, M1 ag parental -0.3 and TAAR1 agonist -1.
For Cc1ccc(CCNC(=O)c2ccc(NC3=NC4CS(=O)(=O)CC4S3)cc2)cc1 (stereo not given) the results were CHO-K1 Ca antag -8, M1 PAM 0, M1 antag 3, CHO parental Ca -7, TAAR1 antagonist -1, CHRM1 agonist -2, M1 PAM parental -1, M1 ag parental -0.2 and TAAR1 agonist 1.
For Cc1ccc(CCC(=O)Nc2ccc(Cl)cc2)o1 the results were CHO-K1 Ca antag -5, M1 PAM 8, M1 antag -9, CHO parental Ca -11, TAAR1 antagonist -7, CHRM1 agonist -7, M1 PAM parental -14, M1 ag parental -0.1 and TAAR1 agonist 2.

Structures shown so far that contain two or more sulfur atoms (two):
Screening Cc1ccccc1CSCC(=O)NCCSc1ccccn1 returned CHO-K1 Ca antag -1, M1 PAM 5, M1 antag 1, CHO parental Ca -16, TAAR1 antagonist -6, CHRM1 agonist -3, M1 PAM parental 14, M1 ag parental 9.9 and TAAR1 agonist -1.
For Cc1ccc(CCNC(=O)c2ccc(NC3=NC4CS(=O)(=O)CC4S3)cc2)cc1 (stereo not given) the results were CHO-K1 Ca antag -8, M1 PAM 0, M1 antag 3, CHO parental Ca -7, TAAR1 antagonist -1, CHRM1 agonist -2, M1 PAM parental -1, M1 ag parental -0.2 and TAAR1 agonist 1.
